Rac1 mut GTP: alters GTP binding to activated mutant human Rac1; percent activity (GTP binding), % at 10 µM; GST-Rac1 activated beads, fluorescent GTP binding, flow cytometry; actives lie on both sides; 100% means binding = to untreated wells; AID 764; P63000; actives 0.11% (n = 190,000);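 active = GTP binding at least 20 percentage points away from the 100% baseline, in either direction, so actives lie on both sides; inconclusive = Compound likely fluorescent itself, or too few beads counted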
Mcl1 Noxa PPI: disrupts binding of human Mcl-1 to Noxa peptide | Q07820 | TR-FRET Mcl-1/Noxa peptide binding, 2 h | inhibition, % at 21.7 µM | actives 1.5% (n = 220,000) | AID 1022;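 active = compounds that cut the protein-peptide binding signal by more than 50% relative to plate controls in a single-dose test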;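 also: His-tagged Mcl-1 with rhodamine Noxa BH3 peptide and terbium anti-His antibody; 0% = Mcl-1 plus Noxa peptide wells and 100% = peptide-only wells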
HRas wt GTP: modulators of GTP binding to human HRas wildtype; GST-Ras wt beads, Bodipy-FL-GTP binding, flow cytometry; actives lie on both sides; AID 759; GTP binding activity, % at 10 µM; actives 0.14% (n = 190,000);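 active = GTP binding activity at least 20% away from the 100% baseline, either lowered as inhibitor or raised as activator; inconclusive = flagged as likely green fluorescent, judged across all proteins in the well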;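 also: 0% = unlabeled GTP competition control and 100% = no-compound control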
Target sequence (P01112 whole entry, looked up): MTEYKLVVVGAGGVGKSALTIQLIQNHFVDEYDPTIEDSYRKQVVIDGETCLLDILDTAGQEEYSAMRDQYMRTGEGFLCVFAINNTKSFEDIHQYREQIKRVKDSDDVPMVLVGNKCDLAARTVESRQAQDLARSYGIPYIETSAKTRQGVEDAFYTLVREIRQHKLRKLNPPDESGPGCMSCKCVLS
Rac1 wt GTP bind: modulators of human Rac1 wildtype GTP binding; GTP binding activity (% of control), % at 10 µM; actives 0.27% (n = 190,000); AID 757; GST-Rac1 beads, fluorescent GTP binding, flow cytometry; actives lie on both sides; 0 = cold GTP competed, 100 = untreated; P63000;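 active = GTP binding activity at least 20 points away from the 100% control level, either lower or higher; inconclusive = compound flagged as likely green fluorescent, judged across all proteins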
ABCG2 block: human ABCG2 inhibition, ABCB1 as counter-screen; Q9UNQ0; IgMXP3 cells, JC-1 efflux, flow cytometry; inhibition, % at 6.6 µM; actives 0.1% (n = 190,000);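 active = inhibition above 80%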;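 also: 0% = DMSO and 100% = nicardipine control wells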
Target sequence (Q9UNQ0 whole entry, looked up): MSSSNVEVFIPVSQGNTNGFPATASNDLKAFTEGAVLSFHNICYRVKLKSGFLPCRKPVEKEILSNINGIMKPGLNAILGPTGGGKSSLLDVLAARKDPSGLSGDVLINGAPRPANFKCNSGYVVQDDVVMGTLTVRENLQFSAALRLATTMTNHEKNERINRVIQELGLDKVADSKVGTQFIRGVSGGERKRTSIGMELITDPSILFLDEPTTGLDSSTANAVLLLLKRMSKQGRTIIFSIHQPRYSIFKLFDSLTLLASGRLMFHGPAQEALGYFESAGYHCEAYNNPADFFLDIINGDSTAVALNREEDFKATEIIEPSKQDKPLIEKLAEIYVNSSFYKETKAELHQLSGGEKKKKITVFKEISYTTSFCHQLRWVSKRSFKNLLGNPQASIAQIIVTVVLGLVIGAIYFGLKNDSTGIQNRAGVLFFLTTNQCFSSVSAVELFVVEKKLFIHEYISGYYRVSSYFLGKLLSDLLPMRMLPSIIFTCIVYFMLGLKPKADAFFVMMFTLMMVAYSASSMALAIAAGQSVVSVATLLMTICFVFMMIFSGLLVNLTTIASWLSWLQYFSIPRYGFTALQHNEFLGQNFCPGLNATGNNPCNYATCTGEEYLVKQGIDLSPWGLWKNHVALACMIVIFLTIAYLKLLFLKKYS
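Test system: IgMXP3 (ABCG2) plus far-red-tagged CCRF-Adr (ABCB1) cells. Reagent: JC-1 dye as substrate. Timing: 10 min exposure at 25 °C with rotation, no wash. Measured by: flow cytometric JC-1 green MFI at 530 nm. Read-out: percent efflux inhibition, scaled nicardipine 100% to DMSO 0%. Control set: nicardipine and DMSO wells.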
Pf gamet viab: kills late stage P. falciparum gametocytes; P. falciparum stage V gametocytes, ATP luminescence, 24 h; inhibition, % at 10.9 µM; actives 0.065% (n = 150,000); AID 743093;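 active = inhibition above the mean plus 3 SD of compounds within the control limits, set per campaign, cut at about 38% in these data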;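 also: 0% = DMSO wells and 100% = medium only without gametocytes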
Rab7 wt GTP bind: alters GTP binding to wildtype dog Rab7. AID 758. GST-Rab7 beads, fluorescent GTP binding, flow cytometry; actives lie on both sides; untreated = 100%, excess cold GTP = 0%. GTP binding activity (percent of control), % at 10 µM. actives 0.055% (n = 190,000);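 active = fluorescent GTP binding to Rab7 beads changed by at least 20 points from the 100% baseline, either direction, mostly lower; inconclusive = compound itself probably fluorescent, or too few beads counted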;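 also: median green fluorescence of bound Bodipy-FL-GTP per Rab7 bead population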
Rab2 wt GTP: changes GTP binding to wildtype dog Rab2A, up or down | P61105 | GST-Rab2 wt beads, Bodipy-GTP binding, flow cytometry | GTP binding activity, % at 10 µM | actives 0.19% (n = 190,000) | AID 760;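 active = GTP binding activity at least 20 points away from 100%, either lowered or raised; inconclusive = signal likely due to the compound's own green fluorescence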;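 also: 0% = beads with excess unlabeled GTP and 100% = no-compound control corrected for plate trend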
ABCB1 inh: blocks JC-1 efflux by human ABCB1 transporter. P08183. CCRF-Adr cells, flow cytometry. inhibition, % at 6.6 µM. actives 0.067% (n = 190,000); in the data active = inhibition above about 40%;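 also: 0% = vehicle and 100% = reference inhibitor; higher value means more JC-1 retained so stronger ABCB1 efflux block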
Avidin fluor: avidin bead compound fluorescence profile. AID 1775. Avidin beads, compound fluorescence 488/530 nm, flow cytometry; stronger effect = higher value. actives 0.38% (n = 220,000). fluorescence (KMESF) at 10 µM; in the data active = fluorescence above about 47; also: inactives centre near 10
Cdc42 wt GTP: human Cdc42 wildtype GTP binding change, either direction; P60953; GST-Cdc42 beads, Bodipy-GTP binding, flow cytometry; actives lie on both sides; percent activity (GTP binding), % at 10 µM; actives 0.2% (n = 190,000); AID 761;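 active = percent activity GTP binding at least 20 points away from the 100% baseline, either down as inhibitor or up as activator; inconclusive = compound flagged as likely green fluorescent from well-wide comparison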;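 also: median bead fluorescence of bound Bodipy-FL-GTP at 100 nM; 0% = excess unlabeled GTP control and 100% = no compound control; below 100% means less GTP binding so inhibitor and above means activator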
Target sequence (P60953 whole entry, looked up): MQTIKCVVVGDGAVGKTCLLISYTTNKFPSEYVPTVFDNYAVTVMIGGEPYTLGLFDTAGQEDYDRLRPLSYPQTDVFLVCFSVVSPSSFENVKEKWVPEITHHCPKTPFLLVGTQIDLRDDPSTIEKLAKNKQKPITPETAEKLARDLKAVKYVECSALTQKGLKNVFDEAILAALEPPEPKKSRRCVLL
* marks the source's active call; other numbers are inactive results; u = inconclusive; x = no result given.

Values run as follows: Rac1 mut GTP	Mcl1 Noxa PPI	HRas wt GTP	Rac1 wt GTP bind	ABCG2 block	Pf gamet viab	Rab7 wt GTP bind	Rab2 wt GTP	ABCB1 inh	Avidin fluor	Cdc42 wt GTP
O=c1[nH]n2c(=O)c3c([nH]c2c1N=Nc1ccccc1)CCC3
  92	25	95	90	2	x	93	90	0.1	2	95
Cc1ccsc1C(C(=O)NC(C)(C)C)N(C(=O)c1csnn1)c1ccccc1 (centres undefined)
  97	-10	102	99	-1	x	106	97	0.1	24	92
O=C(CN(C(=O)Cn1nnc(-c2cccs2)n1)c1ccc2c(c1)OCCO2)NCC1CCCO1 (centres undefined)
  97	15	103	100	2	x	102	100	0.8	4	102
Nc1nc(-c2ccco2)c(-c2ccco2)s1
  95	42	94	96	0	-21	90	92	-0.1	4	96
O=C(NCCc1ccc(F)cc1)c1cccs1
  87	9	89	94	0	x	92	90	-0.1	15	93
Cc1cc(NC(=O)C2CCCCC2)nc2c1c(=O)oc1ccccc12
  88	17	94	87	1	18	93	91	0.4	30	90
Cc1cc(C)n2nc(SCCC(=O)NCCc3ccccc3)nc2n1
  97	2	97	101	13	x	100	98	-1.0	13	97
COc1ccc(NC(=O)CSc2nnc(-c3cccs3)n2C)cc1OC
  96	-8	97	98	0	2	95	95	0.2	46	101
Cc1ccccc1NC(=O)C1Cc2ccccc2CN1C(=O)OCc1ccccc1 (centres undefined)
  98	7	100	105	4	3	97	97	2.9	14	100
COc1ccc(NS(=O)(=O)c2cc(NC(=O)C3CC3)ccc2N2CCCCC2)cc1
  92	-1	96	98	3	-6	102	95	1.0	10	93
CON(C)c1nc(OCCNC(=O)COc2ccc(Cl)cc2C)nc(N(C)C)n1
  100	8	104	103	3	x	96	104	6.3	14	104
Cc1ccc(-c2noc(C3CCCN(C(=O)c4c(F)cccc4F)C3)n2)cc1 (centres undefined)
  95	16	96	94	3	-16	96	94	-1.5	7	96
COc1ccc(NC(=O)/C=C2\SC(=O)NC2=O)cc1
  96	3	97	96	3	x	101	96	-0.5	6	92
CC(C)CNC(=S)Nc1ccccc1F
  101	-13	101	101	-6	-11	98	101	-0.8	8	99
C/C(=N\N=C\c1cccc(F)c1)c1nnn(-c2nonc2N)c1C
  97	0	102	103	3	23	103	102	-0.8	2	102
CC1CCCN(S(=O)(=O)c2cccc(-c3cn4cccnc4n3)c2)C1 (centres undefined)
  99	16	101	103	2	x	103	99	0.5	35	102
OCCN1CN=C(Nc2nc3ccccc3s2)NC1
  99	11	103	102	3	4	104	104	0.8	11	100
Cc1ccc(/C=C/C(=O)N2CCN(S(=O)(=O)c3ccc(C)c(C)c3)CC2)o1
  101	29	99	104	1	-8	98	100	0.9	1	100
O=C(Nc1ccc(C(F)(F)F)cc1)c1ccccc1Br
  99	4	95	99	7	2	94	93	1.7	4	95
CCOc1ccc(N2CC(C(=O)Nc3ccccn3)CC2=O)cc1 (centres undefined)
  96	-12	98	95	0	1	100	97	0.2	11	97
CC(C)C(=O)Nc1cccc(NC(=S)NC(=O)c2ccccc2Cl)c1
  98	15	101	100	5	4	103	100	0.5	14	101
Cc1cc(N2C(=O)C(=O)/C(=C(/O)c3ccc(F)cc3)C2c2cccc(Br)c2)no1 (centres undefined)
  97	18	99	99	0	x	100	98	-0.2	13	98
O=C1c2ccccc2C(=O)N1CCCCSc1nnc2ccccn12
  97	6	97	98	1	x	92	95	0.4	7	100
CC(C)c1ccc(-n2nc3ccc(N)cc3n2)cc1
  95	17	94	97	0	x	94	96	-0.1	10	92
Cn1c(C(=O)OC(C(=O)NC2CCCCC2)c2cccnc2)cc2sccc21 (centres undefined)
  89	8	90	90	5	-20	97	88	2.3	8	90
CCCOC(=O)COC(=O)c1ccccc1NC(=O)c1ccccc1
  98	15	100	103	14	-17	96	99	1.2	18	99
O=C(Cn1cc2c(n1)CCCC2)N1CCOCC1
  101	15	100	105	-1	x	103	103	-1.9	10	104
O=C(CCc1nnc(Cc2ccc3c(c2)OCO3)o1)NC(c1ccccn1)C(F)(F)F (centres undefined)
  93	10	94	94	-1	x	90	93	-0.3	11	93
COc1nccnc1NS(=O)(=O)c1ccc(N=Cc2c(C)[nH]n(-c3ccc(C)c(C)c3)c2=O)cc1
  92	13	89	89	6	x	93	88	-0.4	22	95
Cc1ccc(C(=O)N/N=C/C=C/c2ccccc2)cc1
  97	12	97	102	1	7	100	97	-0.1	11	98
C(=C\c1ccccc1)/CSc1ccccn1
  96	-7	99	97	0	13	107	96	0.2	24	99
CC(=O)NC(CCS(C)(=O)=O)C(=O)Nc1cccc(Cl)c1Cl (centres undefined)
  99	31	104	101	2	x	104	103	1.3	7	101
Cc1ccc(-c2nc3cccnc3s2)cc1NS(C)(=O)=O
  94	16	95	95	3	x	96	96	-0.2	-2	98
O=C1C=C(c2ccccc2)CC(/C=C/c2ccccc2)C1 (centres undefined)
  97	10	99	102	26	-14	95	97	1.2	5	99
COc1ccc(-c2nc(C(N)=O)c3[nH]c(=O)n(-c4cccc(C)c4)c3n2)c(OC)c1
  100	-14	100	104	2	x	100	99	0.8	6	106
COCCNC(=O)C(c1ccncc1)N(C(=O)Cn1nnc2ccccc21)c1ccc(OC)cc1 (centres undefined)
  103	9	105	112	1	x	101	107	0.3	10	104
CN(CC(=O)NCc1ccncc1)S(=O)(=O)c1ccc(F)cc1
  98	7	99	100	2	3	96	100	0.7	4	101
COc1ccc(C(=O)NC2CCCCC2)cc1S(=O)(=O)N1CCCC1
  102	12	104	103	3	x	101	104	0.9	14	107
O=C(Nc1cccc2ccccc12)N1CCN(c2ccccc2)CC1
  99	1	99	102	2	-6	99	98	0.7	36	99
O=C(Nc1ccc(Br)cc1)C1CC=CCC1C(=O)OCC1CCCO1 (centres undefined)
  97	7	102	102	3	-16	104	104	0.9	15	100
O=C(Cn1cc(C(F)(F)F)ccc1=O)N1CCN(S(=O)(=O)c2ccccc2)CC1
  u	-3	u	u	1	-1	u	u	0.1	16	u
CCOC(=O)N1CCN(S(=O)(=O)c2ccc(OC)c(Cl)c2Cl)CC1
  100	6	102	104	3	1	101	101	1.2	9	101
CCOc1ccc2c(c1)C(c1ccc(C)cc1)=NNC(c1ccc(OC)cc1)=N2
  99	-4	99	100	0	22	97	98	0.1	11	100
CCN(CC(=O)Nc1ccccc1Br)Cc1nc2ccccc2c(=O)[nH]1
  104	-14	106	109	2	x	106	105	1.1	35	108
O=C(CN1C(=O)NC2(CCCCC2)C1=O)N1CCc2ccccc2C1
  u	15	u	u	1	16	u	u	0.3	14	u
COc1ccccc1NC(=O)COc1ccccc1
  98	7	104	105	3	5	101	104	0.2	20	107
CCCOC(=O)C1C2C=CC(C2)C1C(=O)OCC(=O)c1ccccc1 (centres undefined)
  98	6	105	103	1	20	102	103	0.6	14	105
C=CCNc1nc(-c2ccccc2)nc(-n2ccnc2)n1
  95	9	98	98	14	-46	92	96	1.1	17	96
CCOC(=O)c1ccc(NC(=S)NC2CCCC2)cc1
  98	32	101	103	8	x	100	99	0.3	21	96
CCOCC(=O)N1CCC(Cc2ccccc2)CC1
  97	23	97	101	1	-21	94	93	1.0	10	100
CC(=O)C1=C(O)C(=O)N(CCc2c[nH]c3ccccc23)C1c1cccc(O)c1 (centres undefined)
  99	9	102	100	5	-9	102	101	1.5	8	102
CCn1ncc(/C=C/C(=O)NCc2cn(C)nc2C)c1C
  98	18	100	99	1	x	100	102	-0.1	11	102
CN(CCC#N)C(=O)COC(=O)/C=C/c1cccs1
  99	15	102	104	2	13	107	102	-0.6	x	99
O=C(O)c1cccc(Nc2ncnc3ccccc23)c1
  102	12	103	108	1	3	100	100	0.2	17	104
O=c1[nH]ncc2c3ccccc3n(Cc3cccc(Cl)c3)c12
  97	6	94	96	1	1	95	97	0.4	25	96
O=C1c2cccc3c(O)ccc(c23)C(=O)N1Cc1ccco1
  92	-66	94	95	0	x	94	95	0.8	7	92
CC(=NCCc1ccccc1)C1=C(O)C(c2ccccc2)OC1=O (centres undefined)
  98	0	99	99	1	x	103	100	-0.1	10	98
Cc1ccc(C(=O)CSc2nc(C)cc(=O)[nH]2)cc1
  99	16	102	100	1	-5	97	101	0.2	9	102
O=C(CC1CS(=O)(=O)CC1CC(=O)Oc1ccccc1F)Oc1ccccc1F (centres undefined)
  99	11	105	104	10	-4	108	100	1.1	2	104
CN(C)S(=O)(=O)c1ccc(-c2csc(-c3cccnc3)n2)cc1
  95	-10	97	95	10	1	106	100	-0.3	6	92

(further entries)
Values run as follows: Rac1 mut GTP	Mcl1 Noxa PPI	HRas wt GTP	Rac1 wt GTP bind	ABCG2 block	Pf gamet viab	Rab7 wt GTP bind	Rab2 wt GTP	ABCB1 inh	Avidin fluor	Cdc42 wt GTP
O=c1c2cc(Cl)ccc2[nH]c(=S)n1Cc1ccccn1
  99	-2	101	106	-1	x	98	97	-0.7	11	104
CC(O)c1nc2ccccc2n1C/C=C/c1ccccc1 (centres undefined)
  97	10	100	102	0	x	99	98	0.0	15	101
CC(c1nnc(Sc2nnnn2-c2ccccc2)n1-c1ccc(F)cc1)N(C)C (centres undefined)
  97	-4	103	108	-8	-3	102	100	0.5	27	101
Cc1sc2ncnc(OCC(=O)N3CCN(S(=O)(=O)c4ccccc4)CC3)c2c1C
  98	29	99	98	0	x	94	97	0.7	31	97
O=C(CSc1nnnn1C1CCCCC1)N1CCN(C(=O)c2ccco2)CC1
  98	6	100	102	1	16	104	102	0.4	24	98
CCn1c(SCC(=O)NCc2ccc3c(c2)OCO3)nnc1-c1c[nH]c2ccccc12
  99	0	99	101	5	x	96	96	0.8	8	98
O=C(Nc1cccc(C(=O)O)c1)/C(=C/c1ccc([N+](=O)[O-])cc1)NC(=O)c1ccccc1
  94	-8	99	98	0	-10	103	100	0.0	14	97
CC(=O)N(\C=C/C=C/C=C1\Sc2ccccc2C1=O)c1ccccc1
  98	18	99	100	9	2	103	99	4.3	17	96
CC(CC(=O)Nc1nc2ccccc2[nH]1)c1ccccc1 (centres undefined)
  101	24	101	108	4	x	98	99	0.7	28	104
CCCc1ccc(-c2ccc(/C=C/C(=O)O)cc2)nc1
  98	23	99	104	-4	-8	96	97	-1.1	11	102

Source: PubChem (several laboratories)
